Screening results from PubChem.
MITF act = activators of MITF-driven TRPM1 promoter reporter, primary screen, cell-based, SK-MEL-5, luciferase, single point; SK-MEL-5 TRPM1-promoter luciferase, 24 h; % of positive control, neutral wells = 0; activation, % at 12.5 µM; actives 0.75% (n = 300,000); AID 588334, 2011;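 active = mean activation of at least 80% with every replicate also reaching 80%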;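 note: 0% = neutral control wells and 100% = parthenolide positive control wells; values of inactives mirror those of a sister screen read the other way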
CAL PDZ FP-1 = CAL PDZ peptide-binding inhibitors, primary screen, biochemical, fluorescence polarization, Cer-tagged CAL PDZ, HTS | purified CAL PDZ, TMR-peptide fluorescence polarization, 1 h | inhibition, % at 20 µM | actives 0.02% (n = 330,000) | AID 504414, 2011;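 active = highest replicate inhibition of at least 40%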;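 note: plate controls were DMSO neutral control wells for no effect and unlabeled competitor peptide control wells for full effect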
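material = purified tagged CAL PDZ domain construct (CerCALP) | buffer or medium = sodium phosphate/NaCl buffer pH 7.4 with TCEP, IgG, Thesit | reagent = TMR-labelled reporter peptide T*-PRC34 bound in PDZ groove | incubation = 1 h room-temperature incubation prior to read | measured by = fluorescence polarization (mP) | evaluation = percent inhibition from loss of millipolarization | control set = unlabelled peptide and DMSO controls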
Rtt109 Vps75 = inhibitors of C. albicans Rtt109/Vps75 HAT, primary screen, biochemical, ThioGlo CoA-SH fluorescence, plate reader | Histone acetyltransferase RTT109 (Candida albicans (strain SC5314 / ATCC MYA-2876)), … | purified Rtt109/Vps75, 4 h | inhibition, % at 34.9 µM | actives 0.16% (n = 330,000) | AID 540336, 2011;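 active = inhibition of at least 50% in every replicate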
Target sequence (Q5AAJ8 whole entry, looked up): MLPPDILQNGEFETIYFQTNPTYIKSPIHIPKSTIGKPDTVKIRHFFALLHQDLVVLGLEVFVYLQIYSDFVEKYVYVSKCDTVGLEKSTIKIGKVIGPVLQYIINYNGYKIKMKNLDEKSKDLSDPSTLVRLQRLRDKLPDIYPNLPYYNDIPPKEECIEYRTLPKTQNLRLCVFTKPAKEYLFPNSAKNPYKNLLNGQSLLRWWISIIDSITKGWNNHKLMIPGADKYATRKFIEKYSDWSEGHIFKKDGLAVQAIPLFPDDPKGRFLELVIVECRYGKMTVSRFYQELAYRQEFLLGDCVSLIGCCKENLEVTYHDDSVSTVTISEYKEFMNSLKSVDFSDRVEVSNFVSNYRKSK
SR-BI DiI inh = inhibitors of SR-BI mediated HDL lipid uptake, primary screen, ldlA[mSR-BI] cells, fluorescence, single point; Scavenger receptor class B member 1 (Mus musculus), Q61009; actives 0.96% (n = 320,000); inhibition, % at 12.5 µM; ldlA[mSR-BI] CHO cells, DiI-HDL uptake fluorescence, 3 h; AID 488896, 2010;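 active = mean replicate inhibition of at least 70% and a set share of replicates each scoring 70 or more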;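 note: 0% = median of neutral control wells and 100% = median of positive control wells; values of inactives mirror those of a sister screen read the other way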
Target sequence (Q61009 whole entry, looked up): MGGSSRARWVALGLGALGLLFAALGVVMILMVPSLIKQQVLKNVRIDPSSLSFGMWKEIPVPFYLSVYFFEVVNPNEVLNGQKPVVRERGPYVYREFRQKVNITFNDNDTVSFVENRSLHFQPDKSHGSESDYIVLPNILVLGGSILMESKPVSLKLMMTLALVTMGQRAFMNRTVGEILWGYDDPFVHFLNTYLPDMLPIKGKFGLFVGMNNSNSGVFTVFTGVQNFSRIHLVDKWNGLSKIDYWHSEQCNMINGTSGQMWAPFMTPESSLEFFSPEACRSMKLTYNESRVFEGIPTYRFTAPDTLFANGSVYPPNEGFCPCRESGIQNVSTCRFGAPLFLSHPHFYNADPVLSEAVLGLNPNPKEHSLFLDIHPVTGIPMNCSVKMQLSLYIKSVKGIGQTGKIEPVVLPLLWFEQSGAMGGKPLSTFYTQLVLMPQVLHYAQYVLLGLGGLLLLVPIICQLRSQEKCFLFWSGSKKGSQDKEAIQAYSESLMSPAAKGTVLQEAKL
CAL PDZ FP-2 = untagged CAL PDZ binding inhibitors, primary screen, biochemical, fluorescence polarization, HTS; purified CAL PDZ, TMR-peptide fluorescence polarization, 1 h; AID 602252, 2012; Golgi-associated PDZ and coiled-coil motif-containing protein (Homo sapiens), Q9HD26; actives 0.92% (n = 300,000); inhibition, % at 24.9 µM;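 active = mean inhibition of at least 30% with at least half of replicates also reaching 30%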;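 note: 0% = DMSO neutral control and 100% = excess unlabeled competitor peptide PRC23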
PvdQ acylase = P. aeruginosa PvdQ acylase inhibitors, primary screen, biochemical, fluorescence, plate reader and imaging, single point. PvdQ acylase [Pseudomonas aeruginosa LESB58]. purified PvdQ acylase. inhibition, % at 10 µM. actives 0.063% (n = 340,000); in the data active = inhibition above about 30%, passing the limit was not always enough;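 note: 0% = vehicle neutral wells and 100% = reference inhibitor wells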
PfHsp90 yeast 2 = growth inhibition of PfHsp90-expressing yeast, primary screen, antimalarial PfHsp90 inhibitor project, S. cerevisiae, BacTiter-Glo luminescence, single point, set 2 | BacTiter-Glo ATP, 48 h; yeast lacking PDR1 and PDR3 efflux regulators | actives 0.32% (n = 310,000) | inhibition, % at 9.4 µM;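 active = every replicate shows inhibition above about 80%, whatever the replicate mean, limit read from the data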;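 note: 0% = DMSO neutral controls and 100% = 20 µM radicicol positive controls; yeast relying on Plasmodium falciparum Hsp90 in place of its own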
dFosB act = activators of delta FosB homodimer, primary screen, biochemical, fluorescence polarization, TAMRA-CDK5 oligo, single point; Protein FosB (Mus musculus), P13346; purified delta FosB; percent of positive-control signal above neutral wells; activation, % at 25 µM; actives 0.99% (n = 340,000);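 active = mean activation above about 17%, with every replicate also reaching it, limit read from the data, passing the limit was not always enough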;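 note: fluorescence polarization rise as delta FosB binds a TAMRA Cdk5 AP-1 oligo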
SR-BI DiI-HDL act = activators of SR-BI mediated DiI-HDL uptake, primary screen, ldlA[mSR-BI] CHO cells, DiI fluorescence | 3 h; 100 = double the neutral-control signal | activation, % at 12.5 µM | actives 0.096% (n = 320,000);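 active = mean replicate activation of at least 60% and every replicate at or above 60%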;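 note: 0% = median plate neutral-control signal and 100% = twice that signal; values of inactives mirror those of a sister screen read the other way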
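Material: SR-BI-overexpressing, LDLR-lacking CHO cells | Dosing: Single compound concentration, delivered by pin transfer | Probe or stimulus: Labelled HDL, 10 µg/mL | Signal: Bottom-read cell fluorescence after medium removal, ex 550/em 595 nm | Schedule: 3 h, 37 °C | Evaluation: HDL uptake via cellular fluorescence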
NSD2 HMT inh = NSD2 histone methyltransferase inhibitors, primary screen, biochemical, AlphaScreen, single concentration, set 2. Histone-lysine N-methyltransferase NSD2 (Homo sapiens), O96028. actives 0.54% (n = 310,000). NSD2 peptide methylation, 120 min. AID 743445, 2014. inhibition, % at 12.5 µM; in the data active = inhibition above about 50%
Active calls of the source: *; · = no result given.

SMILES	MITF act	CAL PDZ FP-1	Rtt109 Vps75	SR-BI DiI inh	CAL PDZ FP-2	PvdQ acylase	PfHsp90 yeast 2	dFosB act	SR-BI DiI-HDL act	NSD2 HMT inh
CCCCOc1ccc(C(=O)NNC(=O)C2C3CCC(C3)C2C(=O)O)cc1 (configuration not stated)	48	-1.7	-5	-20	7	3	1	-7	20	0
CS(=O)(=O)NCCOc1ccc(S(=O)(=O)N2CCCc3ccccc32)cc1	-1	-0.7	1	-14	-7	-8	-10	-15	14	2
Cc1cccc(C)c1NC(=O)NC1(C(=O)N2CCOCC2)CCCCC1	-3	-1.2	-10	-26	1	-8	0	1	26	-1
Cc1ccc(C)c(S(=O)(=O)N2CCN(C(=O)CCCc3c[nH]c4ccccc34)CC2)c1	-2	-0.2	-1	67	-3	-10	-12	-13	-67	0
O=C(NC(=S)Nc1ccccc1N1CCCCC1)c1ccc(F)cc1	-10	-3.1	7	33	-3	-12	-42	-5	-33	1
Cc1cccc(NS(=O)(=O)c2ccc(Cl)cc2)n1	·	-0.3	-9	-6	-4	-23	-5	-1	6	-4
O=C1C2CCCN2C(=S)N1C1CCCCC1 (configuration not stated)	4	-0.6	-7	-30	1	-1	-15	1	30	-3
CC(=O)c1ccc(NC(=O)CCSCCC(=O)Nc2ccc(C(C)=O)cc2)cc1	14	-1.4	-2	4	-1	-2	-6	-4	-4	0
O=C(COC(=O)CNC(=O)c1ccccc1F)Nc1ncc(Cl)cc1Cl	-2	-1.7	6	6	-3	-17	11	-2	-6	-4
COc1ccc(/C=N/NC(=O)c2cc(C34CC5CC(CC(C5)C3)C4)[nH]n2)cc1OC	8	-1.9	5	24	-1	-4	1	10	-24	·
CCN1CCN(C(=O)c2ccc3c(c2)N(Cc2ccccc2F)C(=O)c2ccccc2S3(=O)=O)CC1	9	-0.2	6	-22	5	4	-2	-2	22	2
CCN(CC)S(=O)(=O)c1ccc2c(c1)N(CC(=O)Nc1cccnc1Cl)C(=O)CO2	1	-26	7	·	0	-11	12	7	·	-4
CCOc1cc(/C=N/NC(=O)CSc2nncn2C)ccc1OCc1ccccc1	0	-3.2	7	4	-2	-8	-3	-3	-4	-2
CCNc1nc(NCC)n2c(SCC(=O)Nc3ccc(Br)cc3F)nnc2n1	4	-1.4	5	-9	·	-4	-1	-8	9	0
O=C(CCN1CCOCC1)N/N=C/c1cc(Br)cc(Br)c1O	-39	-2.9	-49	39	1	-16	-48	-1	-39	5
Clc1ccc(-c2nc(-c3ccccn3)no2)cc1Cl	-11	-1.3	-4	-26	-5	-3	-30	-7	26	-2
COc1ccc(C(=O)/C=C/c2ccccc2F)c(OC(=O)c2ccc([N+](=O)[O-])cc2)c1	10	-2.8	-7	5	-4	-12	-4	10	-5	5
COc1c(C)cc(C(=O)C2CCCN(C(=O)c3cc4nc(C)cc(C)n4n3)C2)cc1C (configuration not stated)	·	0.2	0	13	·	-6	-2	-1	-13	0
C=CCN(c1ccccc1)S(=O)(=O)c1c(C)[nH]c(=O)[nH]c1=O	-1	-0.1	0	-12	-5	-6	9	-1	12	0
Cc1oc2c(c1C(=O)Nc1ccc(C(=O)O)cc1)CCCC2	12	0.2	2	-13	-1	2	-7	1	13	4

Rewritten with values under each structure: 4 of the compounds above.
Results follow in this order: MITF act | CAL PDZ FP-1 | Rtt109 Vps75 | SR-BI DiI inh | CAL PDZ FP-2 | PvdQ acylase | PfHsp90 yeast 2 | dFosB act | SR-BI DiI-HDL act | NSD2 HMT inh
CCNc1nc(NCC)n2c(SCC(=O)Nc3ccc(Br)cc3F)nnc2n1
    4 | -1.4 | 5 | -9 | · | -4 | -1 | -8 | 9 | 0
O=C(CCN1CCOCC1)N/N=C/c1cc(Br)cc(Br)c1O
    -39 | -2.9 | -49 | 39 | 1 | -16 | -48 | -1 | -39 | 5
Clc1ccc(-c2nc(-c3ccccn3)no2)cc1Cl
    -11 | -1.3 | -4 | -26 | -5 | -3 | -30 | -7 | 26 | -2
COc1ccc(C(=O)/C=C/c2ccccc2F)c(OC(=O)c2ccc([N+](=O)[O-])cc2)c1
    10 | -2.8 | -7 | 5 | -4 | -12 | -4 | 10 | -5 | 5

Given as labelled records: entries from further up.
CC(=O)c1ccc(NC(=O)CCSCCC(=O)Nc2ccc(C(C)=O)cc2)cc1
- MITF act = 14
- CAL PDZ FP-1 = -1.4
- Rtt109 Vps75 = -2
- SR-BI DiI inh = 4
- CAL PDZ FP-2 = -1
- PvdQ acylase = -2
- PfHsp90 yeast 2 = -6
- dFosB act = -4
- SR-BI DiI-HDL act = -4
- NSD2 HMT inh = 0

O=C(COC(=O)CNC(=O)c1ccccc1F)Nc1ncc(Cl)cc1Cl
- MITF act = -2
- CAL PDZ FP-1 = -1.7
- Rtt109 Vps75 = 6
- SR-BI DiI inh = 6
- CAL PDZ FP-2 = -3
- PvdQ acylase = -17
- PfHsp90 yeast 2 = 11
- dFosB act = -2
- SR-BI DiI-HDL act = -6
- NSD2 HMT inh = -4

COc1ccc(/C=N/NC(=O)c2cc(C34CC5CC(CC(C5)C3)C4)[nH]n2)cc1OC
- MITF act = 8
- CAL PDZ FP-1 = -1.9
- Rtt109 Vps75 = 5
- SR-BI DiI inh = 24
- CAL PDZ FP-2 = -1
- PvdQ acylase = -4
- PfHsp90 yeast 2 = 1
- dFosB act = 10
- SR-BI DiI-HDL act = -24
- NSD2 HMT inh = ·

Other compounds:
SMILES	MITF act	CAL PDZ FP-1	Rtt109 Vps75	SR-BI DiI inh	CAL PDZ FP-2	PvdQ acylase	PfHsp90 yeast 2	dFosB act	SR-BI DiI-HDL act	NSD2 HMT inh
O=C(NC1CCCc2ccccc21)c1cccnc1 (configuration not stated)	-14	1.0	-7	17	-2	-8	2	2	-17	2
C=CCn1c(SCC(=O)Nc2nnc(CC)s2)nnc1-c1ccco1	-2	-1.2	-1	-27	·	-16	-1	0	27	0
C=CCc1ccccc1OCC(=O)NNC(=S)NCc1ccccc1	8	0.8	0	-6	·	-10	-21	-11	6	-3
Cc1nn(C)c(C)c1S(=O)(=O)N(CC(=O)Nc1ccccn1)c1ccc(C(C)C)cc1	-20	-0.4	-13	-28	·	-16	6	-9	28	·
O=C(CN1C(=O)C2C3C=CC(C3)C2C1=O)NC1CCCc2ccccc21 (configuration not stated)	-3	-0.3	-3	18	4	2	1	0	-18	-2
O=C(Nn1c(-c2ccc(F)cc2)nc2ccccc2c1=O)c1cccnc1	-6	-0.5	·	17	3	-4	2	3	-17	-2
Cc1nn(CC(=O)NC2(C)CCS(=O)(=O)C2)c(C)c1S(=O)(=O)N(C)C (configuration not stated)	-6	-0.6	-7	-2	-4	-8	-4	-3	2	2
O=C(NC(=S)NCc1ccc(Cl)cc1)c1ccco1	4	-0.6	-2	-1	-4	9	-18	-7	1	-2
COC(=O)c1c(NC(=O)Cn2nc(C(F)F)cc2C(F)F)sc(C)c1C	7	-0.6	-5	39	-2	0	-9	-1	-39	3
COc1cc(CO)ccc1Oc1nnnn1-c1ccc(C(N)=O)cc1	-8	-0.3	0	-21	-2	-12	-8	-7	21	-1
COc1ccc(CNS(=O)(=O)c2ccc(F)c(C(=O)Nc3ccccc3OC)c2)cc1	2	-7.9	-8	28	-4	3	26	0	-28	1
Cc1ccc2cc(C(c3nnnn3C(C)(C)C)N3CCCCCC3)c(=O)[nH]c2c1 (configuration not stated)	-3	-1.6	·	-19	-3	-13	8	8	19	·
O=C(CSc1ncn[nH]1)Nc1nc(-c2ccccc2)cs1	-1	-0.5	-10	-15	-3	-3	0	-2	15	29
CCc1ccc([C@@H]2CC=C(C(=O)O)[C@H](c3ccc(F)cc3)N2S(=O)(=O)c2ccc(C)cc2)cc1	20	-1.2	1	3	-2	-11	11	-10	-3	·
Clc1ccc(-c2c(C3=NCCCN3)nnn2-c2ccc(Cl)cc2)cc1	30	-0.7	-1	-8	-4	-9	8	-4	8	-2
O=C(C(Cc1ccc(Cl)cc1)NS(=O)(=O)c1ccccc1)N1CC[C@@]2(O)CCCC[C@H]2C1 (some centres not stated)	-7	-0.6	7	-26	-4	-9	14	-5	26	0
O=C(NCc1ccco1)c1cccn2c(=O)c3c4c(sc3nc12)CCCC4	-2	0.8	-1	-32	-6	-4	8	-19	32	1
COc1cccc2cc(C(=O)NCCc3c[nH]c4ccccc34)c(=O)oc12	4	-1.5	36	-37	4	6	·	1	37	-1
COc1ccc(NC(=O)C2CC(c3cccc(Br)c3)=NO2)cc1OC (configuration not stated)	-7	-0.9	7	·	·	-12	2	-9	·	30
Cc1ccc(C(C(=O)NCc2ccco2)N(C(=O)CNC(=O)c2cccs2)c2c(C)cccc2C)cc1 (configuration not stated)	-13	-0.6	2	9	4	2	-6	11	-9	4
CCC(C)(C)NC(=O)CN(C(=O)c1ccc(N2CCCC2)nc1)c1ccc(F)cc1	-14	1.5	-4	-6	-2	-10	18	-7	6	1
CCN(Cc1ccccc1)C(=O)c1cc2c(OC)c(OC)c(OC)cc2[nH]1	-7	-0.6	1	32	2	14	-7	-5	-32	1
Cc1ccc(OCc2n[nH]c(=S)n2-c2ccccc2)cc1	-5	-7.0	3	7	-2	-12	9	3	-7	4
O=C(COC(=O)c1ccccc1O)Nc1cccc(S(=O)(=O)NC2=NCCCCC2)c1	-3	-2.0	0	13	35*	-10	-6	-12	-13	-4
COc1cccc(N/C=C/C(=O)c2ccc(OC)c(OC)c2)c1	·	-0.8	6	46	-1	-25	2	-7	-46	25
